TRPC4 inh: TRPC4 (mouse) channel inhibition; Q9QUQ5; HEK293 TRPC4beta/mu-opioid, DAMGO-evoked Fluo4 calcium flux; hits give low values; B-score at 10 µM; hit rate 0.39% among 300,000; AID 2247;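 active means B-score over 3 SD under the library average, no early fluorescence shift, positive overall ratio signal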
Target sequence (Q9QUQ5 whole entry, looked up): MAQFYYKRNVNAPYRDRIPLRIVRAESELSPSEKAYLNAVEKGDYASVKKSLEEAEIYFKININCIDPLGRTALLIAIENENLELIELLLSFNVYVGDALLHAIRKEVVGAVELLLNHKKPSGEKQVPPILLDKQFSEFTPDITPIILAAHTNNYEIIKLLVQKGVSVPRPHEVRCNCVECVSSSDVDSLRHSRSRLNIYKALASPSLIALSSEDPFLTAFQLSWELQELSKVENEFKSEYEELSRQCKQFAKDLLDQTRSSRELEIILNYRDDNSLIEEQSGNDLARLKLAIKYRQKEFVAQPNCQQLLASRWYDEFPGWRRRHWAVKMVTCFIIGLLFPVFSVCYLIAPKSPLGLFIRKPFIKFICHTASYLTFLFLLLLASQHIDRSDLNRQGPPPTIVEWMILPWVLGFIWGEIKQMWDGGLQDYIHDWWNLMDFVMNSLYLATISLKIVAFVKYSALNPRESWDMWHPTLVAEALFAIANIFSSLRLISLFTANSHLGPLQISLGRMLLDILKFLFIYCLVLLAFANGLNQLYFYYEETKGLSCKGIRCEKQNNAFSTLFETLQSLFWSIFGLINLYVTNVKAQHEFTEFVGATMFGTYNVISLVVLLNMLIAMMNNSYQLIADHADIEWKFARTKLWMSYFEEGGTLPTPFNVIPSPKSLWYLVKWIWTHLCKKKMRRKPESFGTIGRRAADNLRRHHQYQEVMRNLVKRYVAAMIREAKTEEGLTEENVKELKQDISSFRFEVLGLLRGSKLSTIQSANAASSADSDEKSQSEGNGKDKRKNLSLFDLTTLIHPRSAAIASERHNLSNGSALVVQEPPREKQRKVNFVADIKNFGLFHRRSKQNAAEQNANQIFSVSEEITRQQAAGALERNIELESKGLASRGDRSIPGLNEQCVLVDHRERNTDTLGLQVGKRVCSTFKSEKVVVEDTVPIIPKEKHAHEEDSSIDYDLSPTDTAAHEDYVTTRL
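Assay system: HEK293 cells with stable TRPC4beta plus mu-opioid receptor expression; Probe or stimulus: DAMGO in two steps, submaximal then maximal; Dosing: single-point compound dosing; Measured by: Fluo4 calcium-dye fluorescence, kinetic read; Read-out basis: B score from integrated Fluo4 fluorescence ratio.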
MrgX1 PAM: allosterically activates human MrgX1 receptor signaling. hit rate 0.63% among 310,000. B-score at 10 µM. MrgX1-HEK293, Fluo-4 calcium flux, FDSS; hits give high values;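 active means plate-corrected calcium response at least 3 library SD above typical, normal starting fluorescence, not activating the receptor alone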;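 further: compound read alongside a low EC10 to EC30 dose of BAM8-22 agonist; peak minus trough fluorescence over baseline measured at the second addition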
SKKanGAS inh: SKKanGAS growth inhibition | S. pyogenes SKKanGAS, kanamycin growth, BacTiter-Glo, 6 h | inhibition, % at 7.5 µM | hit rate 1.3% among 300,000;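 active means mean replicate score, as percent of positive control median, at least 50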;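 further: strain carries kanamycin resistance gene driven by streptokinase promoter and grows in 40 µg/ml kanamycin; loss of luminescence reflects streptokinase promoter inhibition or plain growth inhibition; 0% = median of DMSO wells and 100% = positive control at its reference dose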
TMEM16A act: mouse TMEM16A channel activation, primary screen; HEK293 TMEM16A/YFP-H148Q/I152L, iodide quench fluorescence; hits give low values; B-score at 10 µM; hit rate 0.3% among 340,000; Q8BHY3;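 active means fluorescence-ratio B-score plate-corrected deviation score at least 3 library SD below zero, with starting fluorescence score within 5 deviations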;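 further: channel opened by trigger with iodide after compound preincubation; score built on the fluorescence ratio of max minus min over baseline; more negative score means more quench and so TMEM16A activation or potentiation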
ANO1 block: blocks the mouse calcium-activated chloride channel TMEM16A; hit rate 1.2% among 310,000; Q8BHY3; AID 588511; HEK293 TMEM16A/YFP iodide influx fluorescence, ionomycin; normalized B-score (activity score, 25-100; higher = stronger inhibition) at 10 µM;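 active means ratio plate-corrected score three or more library SD toward inhibition, starting fluorescence score within five deviations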;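 further: score derived from kinetic fluorescence span divided by baseline fluorescence per well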
TRPC4 act: opens the mouse TRPC4 cation channel | Q9QUQ5 | HEK293 TRPC4beta/mu-opioid, Fluo4 calcium fluorescence; hits give high values | B-score at 10 µM | hit rate 0.49% among 310,000 | AID 2237;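 active means B-score above 5 SD of library B-scores, and initial fluorescence ratio not above library mean plus 5 SD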;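 further: positive B-score marks a calcium rise read as TRPC4 activation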
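Material: HEK293 stable line with TRPC4beta plus mu-opioid receptor; technique: Fluo4 calcium-sensitive dye fluorescence, kinetic, 1 Hz baseline; timing: Fluo4 dye loading 45 min at room temperature, 110 s recording; controls: assay buffer as low control, maximal DAMGO as high control; read-out: integrated baseline-normalised fluorescence ratio, converted to per-well B score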
MrgX1 antagonist: antagonists of human MrgX1 receptor; Q96LB2; MRGX1-HEK293 calcium flux, Fluo-4, BAM8-22 antagonism; hits give low values; B-score at 10 µM; hit rate 1.3% among 310,000;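 active means calcium-response B-score plate-corrected more than 3 library SD below zero, starting fluorescence within 5 deviations, no agonist response on first addition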;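 further: peak minus trough fluorescence over baseline after final BAM8-22 challenge near maximal dose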
TRPC6 activator: activates the mouse TRPC6 cation channel. Q61143. HEK293-TRPC6 membrane potential dye fluorescence; hits give high values. B-score at 10 µM. hit rate 0.13% among 310,000. AID 2550;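 active means B-score of the integrated fluorescence ratio above library mean plus 3 SD, and starting fluorescence ratio within library mean plus 5 SD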;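 further: higher score means more depolarization so channel activation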
TRPC4 PAM: allosterically enhances the mouse TRPC4 cation channel; B-score at 10 µM; hit rate 0.42% among 310,000; HEK293 TRPC4beta/mu-opioid, DAMGO EC20, Fluo-4 Ca2+ flux; hits give high values; AID 2227; Q9QUQ5;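 active means B-score of calcium response area above 5 SD of library B-scores, with initial fluorescence ratio within 5 SD of library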;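 further: B-score of integrated fluorescence ratio over time as area under calcium response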
MrgX1 agonist: human MrgX1 receptor agonism, primary screen; B-score at 10 µM; hit rate 0.44% among 310,000; MrgX1-HEK293 cells, Fluo-4 calcium fluorescence, agonist mode; hits give high values; AID 588627;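 active means calcium response B-score plate-corrected fluorescence ratio at least 3 library SD, with starting fluorescence B-score inside 5 SD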
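Test system: Stable human MrgX1 HEK293 cell line | Schedule: Overnight plating before 1 h dye loading | Read-out basis: Baseline-normalised fluorescence change ratio, B-scored | Detection: Kinetic calcium dye fluorescence, Fluo-4 NW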
TRPC6 inh: blocks the mouse TRPC6 cation channel; Q61143; HEK293-TRPC6, membrane potential dye, ACh-evoked depolarization; hits give low values; B-score at 10 µM; hit rate 1.1% among 310,000; AID 2553;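 active means B-score under library mean minus 3 SD, initial fluorescence not abnormally high, positive integrated signal ratio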;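 further: B-score derived from integrated fluorescence ratio over the kinetic read; more negative B-score means stronger inhibition of depolarization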
* = called active by the depositor; i = inactive; . = not tested or not shown.

SMILES	TRPC4 inh	MrgX1 PAM	SKKanGAS inh	TMEM16A act	ANO1 block	TRPC4 act	MrgX1 antagonist	TRPC6 activator	TRPC4 PAM	MrgX1 agonist	TRPC6 inh
CCOP(=O)(OCC)C(NC(=O)c1ccc(OC)c(OC)c1)c1ccccc1 (configuration not stated)	i	i	-2	i	i	i	i	i	i	i	i
CCN(C(=O)c1ccc(S(=O)(=O)N(C)C)cc1)C(C)C(=O)Nc1ccc(C)cc1 (configuration not stated)	i	i	-3	i	i	i	i	i	i	i	i
O=C(O)C1CC=CCC1C(=O)NCCc1cccc(Cl)c1 (configuration not stated)	i	i	2	i	i	i	i	i	i	i	i
CCC(=O)N1CCc2cc(Br)cc(S(=O)(=O)NCC3CCCO3)c21 (configuration not stated)	i	i	-1	i	i	i	i	i	i	i	i
Cc1cc(C)c(-c2cc(NC(=O)CSc3nncn3C)n(-c3ccccc3)n2)cc1C	i	i	0	i	i	i	i	i	i	i	i
CCN(CC)S(=O)(=O)c1ccc2nc(NC(=O)c3cccs3)sc2c1	i	i	21	i	i	i	i	i	i	i	i
CCN(CC)S(=O)(=O)c1ccc2c(c1)c(=O)c(C(=O)N1CCc3ccccc3C1)cn2C	i	i	-2	i	i	i	i	i	i	i	i
COCC(=O)NC1CCN(S(=O)(=O)c2cccc(C(C)=O)c2)CC1	i	i	-3	i	i	i	i	i	i	i	i
CC(C)c1ccc(OCC(=O)Nc2ccc(OC(F)(F)F)cc2)cc1	i	i	4	i	i	i	i	i	i	i	i
CCOCCc1nnc(NC(=O)CS(=O)(=O)c2ccc(C)cc2)s1	i	i	0	i	i	i	i	i	i	i	i
Cn1c(=O)c(=O)n(C)c2cc(S(=O)(=O)N3CCC(Cc4ccccc4)CC3)ccc21	i	i	-7	i	i	i	i	i	i	i	i
Cc1ccc(F)c(C2C3C=CCC(c4cccc(-c5ccc(N(C)C)cc5)c4)C3C(=O)N2Cc2ccccc2)c1 (configuration not stated)	i	i	8	i	i	i	i	i	i	i	i
Fc1cccc(-c2nn[nH]n2)c1	i	i	2	i	i	i	i	i	i	i	i
COc1cccc(COC(=O)C2CC(=O)N(Cc3ccc(C)cc3)C2)c1OC (configuration not stated)	i	i	-2	i	i	i	i	i	i	i	i
C=CCN(Cc1nc(-c2ccccc2)no1)C(=O)c1ccc2c(c1)OCO2	i	i	0	i	i	i	i	i	i	i	i
CCOc1ccc(NC(=O)CSc2nnc(Cc3cccn3C)n2-c2ccc(OC)cc2)cc1	i	i	7	i	i	i	-5.7*	i	i	i	i
COc1ccccc1Nc1nc(N)nc(CN2CCN(Cc3ccccc3)CC2)n1	i	i	-18	i	i	i	i	i	i	i	i
O=C(CCN1C(=O)C2C3C=CC(C3)C2C1=O)N1CCN(c2ccccc2Cl)CC1 (configuration not stated)	i	i	4	i	i	i	i	i	i	i	i
Cc1ccc(OCc2ccc(C(=O)Nc3nc4ccccc4n3C)o2)c([N+](=O)[O-])c1	i	i	8	i	i	i	i	i	i	i	i
COc1cccc(CNC(=O)CCC2CCCN(C(=O)C3CCOCC3)C2)c1 (configuration not stated)	i	i	-5	i	i	i	i	i	i	i	i
Cc1nc2c(-c3ccccc3)cnn2c(N2CCOCC2)c1C	i	i	7	i	i	i	i	i	i	i	i
C[C@@H](CN1C2=NC[C@H](Cc3ccc(O)cc3)N2C[C@H]1Cc1ccc(O)cc1)NC(=O)CCC1CCCCC1	i	i	4	i	i	i	i	i	i	i	i
CCOC(=O)CCSc1nc(-c2ccc3c(c2)OCO3)cc(C(F)(F)F)c1C#N	i	i	-12	i	i	i	i	i	i	i	i
COC(=O)CCC(=O)N1CCCC(CO)(Cc2ccccc2F)C1 (configuration not stated)	i	i	-1	i	i	i	i	i	i	i	i
COCC(=O)N1CCN(c2cccc(Cl)c2)CC1	i	i	-3	i	i	i	i	i	i	i	i
CNc1c(NS(=O)(=O)c2cc(NC(C)=O)ccc2C)c(=O)oc2ccccc12	i	i	12	i	i	i	i	i	i	i	i
CCc1[nH]nc(C(=O)N2CCCC(CCC(=O)N3CCN(c4ccccn4)CC3)C2)c1C (configuration not stated)	i	i	8	i	i	i	i	i	i	i	i
CNC(=O)C1CC(=O)N(Cc2ccccc2)C(=Nc2ccc(OC)cc2)S1 (configuration not stated)	i	i	5	i	i	i	i	i	i	i	i
Cc1nc2ccccn2c1P(=Nc1ccccc1)(N(C)C)N(C)C	i	i	2	i	i	i	i	i	i	i	i
CC(=O)C1=C(C)OC(N)=C(C#N)C1c1cc([N+](=O)[O-])ccc1Cl (configuration not stated)	i	i	-2	i	i	i	i	i	i	i	i
CCc1ccc2c(CC(=O)Nc3nnc(C4CC4)s3)coc2c1	i	i	9	i	i	i	i	i	i	i	i
O=c1[nH]c(CCl)nc2cc(-c3ccc(F)cc3)sc12	i	i	10	i	i	i	i	i	i	i	i
CCCC1CC(C)(C(=O)CSc2n[nH]c(-c3ccccc3)n2)OC1=O (configuration not stated)	i	i	5	i	i	i	i	i	i	i	i
O=C1CNC(=O)/C1=C/c1ccc(Br)cc1	i	i	4	i	i	i	i	i	i	i	i
O=C(Nc1ccc(F)cc1)C(c1ccccc1)N1CCN(S(=O)(=O)c2ccccc2)CC1 (configuration not stated)	i	i	12	i	i	i	i	i	i	i	i
COc1cc(NC(=O)c2ccnnc2)cc(C(=O)Nc2cccc(C(F)(F)F)c2)c1	i	i	4	i	i	i	i	i	i	i	i
Cc1ccc(S(=O)(=O)N(CC(=O)c2ccccc2)C(=O)N2CCN(C)CC2)cc1	i	.	-5	i	.	i	.	i	i	.	i
C[C@H]1CCC[C@]2(C)C[C@H]3OC(=O)C(CN4CCCCCC4)[C@H]3C=C12 (some centres not stated)	i	i	-1	i	i	i	i	i	i	i	i
Cc1ccc(S(=O)(=O)NC(=O)NCC2CCN(S(=O)(=O)c3ccccc3)CC2)cc1	i	i	0	i	i	i	i	i	i	i	i
O=C(CSc1c[nH]c2ccccc12)NC1CCCC1	i	i	-1	i	i	i	i	i	i	i	i
Cn1c(/C=C/c2cccc(Br)c2)nc2ccccc2c1=O	i	i	1	i	i	i	i	i	i	i	i
O=C(Nc1cccc(O)c1)c1cnn2cccnc12	i	i	1	i	i	i	i	i	i	i	i
CC(C)(C)C(=O)NC(=S)Nc1cccc(C(=O)O)c1	i	i	3	i	i	i	i	i	i	i	i
CC(=O)N1CCN(C(=O)CCN(c2ccccc2)S(=O)(=O)c2ccc(C)cc2)CC1	i	i	11	i	i	i	i	i	i	i	i
O=C(CCCC(=O)NCC1CCCO1)NCC1CCCO1 (configuration not stated)	i	i	-4	i	i	i	i	i	i	i	i
Cc1ccc(N2CC(C(=O)OCC(=O)c3ccc(F)cc3)CC2=O)cc1 (configuration not stated)	i	i	4	i	i	i	i	i	i	i	i
CCCCn1c(=N)c(S(=O)(=O)c2ccc(Br)cc2)cc2c(=O)n3cccc(C)c3nc21	i	i	-6	i	i	i	i	i	i	i	i
CCOC(=O)c1c(C)n(C)c2c(C)cc(O)c(OC(=O)CC)c12	i	i	1	i	i	i	i	i	i	i	i
C=C(C)CSc1nnc(-c2ccc(OC)c(OC)c2)n1N	i	i	3	i	i	i	i	i	i	i	i
CC(=O)N(C)c1ccc(NC(=O)C(F)(F)F)cc1	i	i	8	i	i	i	-7.2*	i	i	i	i
CCn1c(COc2ccccc2)nnc1SCC(=O)NCc1ccco1	i	i	2	i	i	i	i	i	i	i	i
CCN(CC)CCSc1nnc2c3cc(C)ccc3n(Cc3ccccc3)c2n1	i	i	0	i	i	i	i	i	i	i	-7.1*
CCOC(=O)C1=C(N)Oc2cc(O)ccc2C1c1cccc([N+](=O)[O-])c1 (configuration not stated)	i	i	-3	i	i	i	i	i	i	i	i
COc1ccc(OC)c(NC(=O)CSc2nnc(NC(=O)c3ccco3)s2)c1	i	i	23	i	i	i	i	i	i	i	i
CCOC(=O)c1cn(CC)c2cc(F)c(F)cc2c1=O	i	i	3	i	i	i	i	i	i	i	i
CCOC(=O)c1nn(-c2ccc3c(c2)OCCO3)cc1O	i	i	2	i	i	i	i	i	i	i	i
CNc1nc(OCCNC(=O)Nc2ccccc2)nc(N2CCOCC2)n1	i	i	2	i	i	i	i	i	i	i	i
Cn1c(C(=O)NCCN2CCOCC2)cc2c(=O)n3ccccc3nc21	i	i	4	i	i	i	i	i	i	i	i
COc1ccc(CNC(=O)C(C)N(Cc2ccccc2OC)C(=O)c2snc(C(N)=O)c2N)cc1 (configuration not stated)	i	i	0	i	i	i	i	i	i	i	i
CN1CCN(C(=O)c2cc(-c3ccccc3)on2)CC1	i	i	-1	i	i	i	i	i	i	i	i

Results in TRPC4 act, for some of the entries so far:
Structure	TRPC4 act
CC(C)c1ccc(OCC(=O)Nc2ccc(OC(F)(F)F)cc2)cc1	i
CCOCCc1nnc(NC(=O)CS(=O)(=O)c2ccc(C)cc2)s1	i

(further entries)
SMILES	TRPC4 inh	MrgX1 PAM	SKKanGAS inh	TMEM16A act	ANO1 block	TRPC4 act	MrgX1 antagonist	TRPC6 activator	TRPC4 PAM	MrgX1 agonist	TRPC6 inh
COc1ccc(OCC(=O)N/N=C(\C)c2cc3ccccc3o2)cc1	i	i	-2	i	i	i	i	i	i	i	i
Cn1ncc2c(Nc3ccc(O)cc3)nc(Cl)nc21	i	i	-1	i	i	i	i	i	i	i	i
Cc1cccc(C)c1OCC(O)Cn1nnc2ccccc21 (configuration not stated)	i	i	-4	i	i	i	i	i	i	i	i
NNC(=O)c1ccc(COc2ccc3ccccc3c2)o1	i	i	11	i	i	i	i	i	i	i	i
Cn1cc(/C=C(\NC(=O)c2ccccc2)C(=O)NCCCN2CCOCC2)c2ccccc21	i	i	-9	i	i	i	i	i	i	i	i
CCCc1nc2cc3c(cc2[nH]1)n(C)c(=O)n3C	i	i	-2	i	i	i	i	i	i	i	i

Random draw from the library, and some 6.7% of all compounds hit somewhere here.
